High-throughput results: PubChem BioAssay, IUPUI and University of Michigan
ST2 inh – IL1RL1 inhibition; Q01638; AlphaLISA ST2-Fc/biotin-IL-33 interaction, 1 h; hit rate 2.3% among 78,000; inhibition, % for hits at 17 µM; in the data active = inhibition above about 30%; inconclusive = mostly about 10% to 28%
Target sequence (Q01638 whole entry, looked up): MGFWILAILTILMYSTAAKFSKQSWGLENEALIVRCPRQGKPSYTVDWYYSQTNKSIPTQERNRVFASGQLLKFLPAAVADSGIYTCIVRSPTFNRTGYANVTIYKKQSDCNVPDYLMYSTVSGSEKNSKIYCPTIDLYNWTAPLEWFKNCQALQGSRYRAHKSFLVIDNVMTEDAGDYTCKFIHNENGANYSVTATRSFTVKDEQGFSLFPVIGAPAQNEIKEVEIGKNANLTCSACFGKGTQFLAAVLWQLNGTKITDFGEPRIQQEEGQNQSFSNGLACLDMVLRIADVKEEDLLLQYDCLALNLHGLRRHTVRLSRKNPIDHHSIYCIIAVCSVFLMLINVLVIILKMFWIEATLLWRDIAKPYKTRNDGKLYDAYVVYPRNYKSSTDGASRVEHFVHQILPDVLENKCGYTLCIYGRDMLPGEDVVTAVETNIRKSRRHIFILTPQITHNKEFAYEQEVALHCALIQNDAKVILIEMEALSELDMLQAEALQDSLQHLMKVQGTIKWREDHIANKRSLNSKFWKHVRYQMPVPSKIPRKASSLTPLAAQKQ
Active calls of the source: *; i = inactive; ? = inconclusive. A portion of the library; count on the stated rates, not on these rows.

Start of the data: the first 7 entries, ahead of the listing:
Compound	ST2 inh
Nc1cccc(C(=O)Nc2cccc(S(=O)(=O)CCO)c2)c1	i
O=C1CC(c2ccccc2)CC2=C1C(c1cc3c(cc1[N+](=O)[O-])OCO3)Nc1ccccc1N2 (stereo unspecified)	44%*
COc1ccc(Cl)cc1C(=O)Nc1ccc(-c2nc3ncccc3o2)cc1	i
Cc1ccnc(SCCn2c(N3CC(C)CC(C)C3)nc3c2c(=O)n(C)c(=O)n3C)n1 (stereo unspecified)	i
COc1ccccc1/C=C1/SC(N2CCCC2)=NC1=O	?
C=CCc1cc(C=O)cc(OCC)c1OCc1ccc([N+](=O)[O-])cc1	?
CC(C)n1cnnc1CCNC(=O)CC1CCc2ccccc21 (stereo unspecified)	i

The list itself (from the top)
Compound	ST2 inh
Nc1cccc(C(=O)Nc2cccc(S(=O)(=O)CCO)c2)c1	i
O=C1CC(c2ccccc2)CC2=C1C(c1cc3c(cc1[N+](=O)[O-])OCO3)Nc1ccccc1N2 (stereo unspecified)	44%*
COc1ccc(Cl)cc1C(=O)Nc1ccc(-c2nc3ncccc3o2)cc1	i
Cc1ccnc(SCCn2c(N3CC(C)CC(C)C3)nc3c2c(=O)n(C)c(=O)n3C)n1 (stereo unspecified)	i
COc1ccccc1/C=C1/SC(N2CCCC2)=NC1=O	?
C=CCc1cc(C=O)cc(OCC)c1OCc1ccc([N+](=O)[O-])cc1	?
CC(C)n1cnnc1CCNC(=O)CC1CCc2ccccc21 (stereo unspecified)	i
COc1cc(CN2CCc3c([nH]c4ccccc34)C2)c([N+](=O)[O-])cc1OC	i
COc1ccc(-n2cc3c([N+](=O)[O-])cc([N+](=O)[O-])cc3n2)cc1	i
CCc1cccc(OCCOCCN2CCOCC2)c1	?
CC1CCCCN1CCNC(=O)C1CCN(S(=O)(=O)N2CCCCC2)CC1 (stereo unspecified)	i
CCOc1ccc(-c2ncnn2-c2ccc(C)c(Cl)c2)cc1	i
CCCCNC(=O)C1CCC(Cn2c(=O)c3sccc3n(CC(=O)Nc3ccccc3)c2=O)CC1 (stereo unspecified)	i
O=C(Cc1cccnc1)N1CCC(Cc2n[nH]c(=O)n2-c2ccccc2)CC1	i
COc1ccc(CCNS(=O)(=O)c2ccc(N3CCCC3=O)cc2)cc1	?
O=Nc1c(-c2ccccc2)nc2[nH]c3ccccc3n12	?
O=C(c1n[nH]c2c1CCCC2)N(CC1CCN(C2CCCC2)CC1)CC1CCCO1 (stereo unspecified)	i
CSc1ncc(CN2CCN(CC3CCCCC3)C(CCO)C2)cn1 (stereo unspecified)	i
CCCc1cc(C(=O)N2CCC3(CC2)CC3C(=O)NCCc2cccc(OC)c2)no1 (stereo unspecified)	?
CCSc1nnc2c(n1)OC(c1ccc(C(=O)O)cc1)N(C(=O)CC)c1ccccc1-2 (stereo unspecified)	i
O=c1c2cccc3c2c(nn1CCN1CCCCC1)-c1ccccc1-3	i
O=C(NCc1cccnc1)c1ccc2c(c1)N(Cc1ccc(F)cc1)C(=O)CS2	?
O=C(Nc1ccc(-c2nc3ncccc3o2)cc1)c1ccc(-c2cccc([N+](=O)[O-])c2)o1	?
O=C(CCC(=O)N1CCc2cc(S(=O)(=O)N3CCc4ccccc4C3)ccc21)N1CCCC1	?
Cc1ccc(-c2cccc(C(=O)N[C@H]3C[C@H]4C(=O)N(C)CC(=O)N4C3)c2)o1	?
FC(F)(F)c1ccc2nnc(-c3cccc(I)c3)n2c1	54%*
CC(C)NC(=O)CSc1cc(=O)n(C)c2ccccc12	i
COc1ccccc1C1NCCc2c1[nH]c1ccccc21 (stereo unspecified)	?
COc1cccc(C2C(N3C(=O)c4ccccc4C3=O)C(=O)N2c2cccc(C(F)(F)F)c2)c1 (stereo unspecified)	i
COc1ccc(Nc2nc3ccc(OC)cc3s2)cc1	?
O=C(O)c1nn(CC2CC2)c2c1CN(C(=O)c1cccc3cccnc13)CC2	i
CN(CC1CCN(CCc2ccc(Cl)cc2)CC1)C(=O)C1CC=CCC1 (stereo unspecified)	?
O=C(O)c1sc2ccccc2c1Cl	i
COc1ccc([N+](=O)[O-])cc1NC(=O)Nc1cccc(Cl)c1	?
Cc1ccccc1Cn1c(=O)n(CCC(=O)NCc2ccccc2)c(=O)c2sccc21	i
CCOc1cc(C=C2C(=O)OC(C)(C(C)(C)C)OC2=O)cc(I)c1O (stereo unspecified)	i
COc1ccc(C(=O)Nc2ccc(Br)cc2F)cc1[N+](=O)[O-]	?
Cc1ccc(-n2c(CCC(=O)O)ccc2-c2ccccc2)cc1Cl	?
CCOCCN1CCC(=O)N(Cc2ccccc2)C(CC)C1 (stereo unspecified)	i
O=c1[nH]c2ccc(S(=O)(=O)Nc3cccnc3)cc2s1	i
O=C(C(Cc1ccccc1)N1C(=O)C2CCCCC2C1=O)N1CCN=C1c1ccccc1 (stereo unspecified)	i
CCCOc1ccc(NC(=O)c2cc(=O)n(C)c(=NC)s2)cc1Br	?
Cc1cccc(NS(=O)(=O)c2ccccc2[N+](=O)[O-])n1	i
O=C(CN1CCCN(Cc2cccc(Cl)c2)S1(=O)=O)Nc1cccc(Br)c1	i
FC(F)(F)c1cccc(N2CCN(C3CCCN(C4CCSCC4)C3)CC2)c1 (stereo unspecified)	i
O=C(C1CCN(S(=O)(=O)c2cccnc2)CC1)N(CCc1ccccc1)Cc1ccccc1	i
CC(=O)Oc1ccc(N2C(=O)C3C4c5ccccc5C(C)(c5ccccc54)C3C2=O)cc1 (stereo unspecified)	i
COc1ccccc1C1C(C(C)=O)=C(O)C(=O)N1CCc1ccccc1 (stereo unspecified)	?
O=C(CCn1nnc2ccccc21)NCc1cnn2ccccc12	?
NNC(=O)c1ccc2[nH]c3c(c2c1)CCCC3	i

(further entries)
smiles,ST2 inh
COCC(=O)Nc1cc(C(=O)N2CCN(Cc3ccccc3)CC2)c2c(c1)nc(-c1ccncc1)n2C,?
COc1ccc(C2SCCN2S(=O)(=O)c2cccc(C(F)(F)F)c2)cc1[N+](=O)[O-] (stereo unspecified),i
CCN(CC)Cc1cnc2c(C(=O)NC3Cc4ccccc4C3)cnn2c1,i
CCC(=O)Nc1cccc(C(=O)N(Cc2ccccn2)CC(C)C)c1,i
COc1cccc(/C=C2N=C(/C=C/c3ccccc3OC)OC\2=O)c1,?
Cn1c(=O)[nH]c(=O)c2c1nc1n2CC(c2ccc(Br)cc2)O1 (stereo unspecified),i
CN1CC2(CCCN(C(=O)c3cccc4nccnc34)C2)OC1=O (stereo unspecified),?
CC(C)(C)CC(=O)Nc1ccc([N+](=O)[O-])cc1,i
C=C(C)C1Cc2c(cc(O)c3c2OC2C(O)Oc4cc(OC)c(OC)cc4C2C3=O)O1 (stereo unspecified),i
Cc1cc(NCCO)n2c(nc3ccccc32)c1C#N,i
Cc1cc(C)n(C(=O)c2cc(Cl)nc3ccccc23)n1,?
CC(C)S(=O)(=O)c1ncc(CN2CCc3ccccc3C2)n1CCc1ccccc1,?
COc1ccc(N2C(=O)CSC2CCCN(C)C)c(OC)c1 (stereo unspecified),?
O=C(CSc1nc(-c2ccccc2)[nH]c1-c1ccccc1)Nc1ccc2c(c1)OCO2,i
CCC(C)NC(=O)C(NS(=O)(=O)c1cccs1)C(C)C (stereo unspecified),i

Next part, overlapping the part above by three compounds.
smiles,ST2 inh
COc1ccc(N2C(=O)CSC2CCCN(C)C)c(OC)c1 (stereo unspecified),?
O=C(CSc1nc(-c2ccccc2)[nH]c1-c1ccccc1)Nc1ccc2c(c1)OCO2,i
CCC(C)NC(=O)C(NS(=O)(=O)c1cccs1)C(C)C (stereo unspecified),i
Cc1c(NCc2cc(Br)ccc2O)c(=O)n(-c2ccccc2)n1C,i
COc1cc(N=c2c([N+](=O)[O-])nn(-c3ccccc3)n2O)cc(OC)c1,i
CCN(c1ccccc1)S(=O)(=O)c1ccc2c(c1)CCC(=O)N2,i
CC1CCN(C(=O)c2ccc3nc4ccc(Cl)cc4c(=O)n3c2)CC1,i
CSc1cccc(-n2cc(-c3ccc(Br)cc3)[nH]c2=O)c1,i
O=C(NC1CCCCCCC1)c1cc(F)c(F)cc1Cl,?
O=C(CSCc1ccccc1Cl)NCc1noc(-c2ccco2)n1,?
Cc1ccc(C)c(OC(C)C(=O)N(C)Cc2n[nH]c3c2CCC3)c1 (stereo unspecified),i
Cc1ccc(-c2cc(N3CCN(S(=O)(=O)c4c(C)noc4C)CC3)ncn2)cc1,i
Nc1nnc(-c2ccccc2)c(-c2ccccc2)n1,i
Cc1c(C(C)NCc2nc(C(C)C)cs2)cnn1-c1ccccc1 (stereo unspecified),i
CC(=O)N[C@@H]1C=C(C(=O)N[C@@H](CCS(C)(=O)=O)C(N)=O)C[C@@H](O)[C@@H]1O,i
CCCc1nnc2sc(C3CCN(C4CCOCC4)CC3)nn12,i
COc1ccc(Cn2c(CNS(=O)(=O)c3ccc(Cl)cc3)nc3cccnc32)cc1,i
COc1ccccc1CNC(=O)c1ccc(CN(c2ccc(C)c(C)c2)S(C)(=O)=O)cc1,i

Continued, starting with the last 4 of the part before.
smiles,ST2 inh
CC(=O)N[C@@H]1C=C(C(=O)N[C@@H](CCS(C)(=O)=O)C(N)=O)C[C@@H](O)[C@@H]1O,i
CCCc1nnc2sc(C3CCN(C4CCOCC4)CC3)nn12,i
COc1ccc(Cn2c(CNS(=O)(=O)c3ccc(Cl)cc3)nc3cccnc32)cc1,i
COc1ccccc1CNC(=O)c1ccc(CN(c2ccc(C)c(C)c2)S(C)(=O)=O)cc1,i
Cc1c(NC(=O)c2cccc(I)c2)cccc1[N+](=O)[O-],i
O=C(O)CCCC(=O)Nc1ccc(NC(=O)c2ccco2)cc1,i
O=C(O)c1cc2c(nc1N1CC(c3cccnc3)C1)CCC2,?
CCOC(=O)CNC(=O)N1CCCC(C(=O)c2ccc(OC)cc2C)C1 (stereo unspecified),i
COc1cc(CN2CCC(CNS(C)(=O)=O)C2)cc(OC)c1 (stereo unspecified),?
N#Cc1c(-c2ccc([N+](=O)[O-])cc2)cc(C2CC2)nc1N,?
CCSc1nc(C)c(C(C)=O)cc1C#N,i
COc1ccccc1C1CN(CCNC(=O)c2ccc3c(c2)OCCO3)Cc2ccccc2O1 (stereo unspecified),i
COc1ccc(/C=C/CN2CCC(n3cc(CCO)nn3)CC2)cc1,i
CC(=O)Nc1cc2c(ccc3ccccc32)oc1=O,i
CN1CCCCCC1C(=O)N1CCC(N2CCC(C(=O)NC3CC3)CC2)CC1 (stereo unspecified),i
CC1=C[C@@H](CN2CCC[C@H]2CO)[C@H](C(C)C)C[C@H]1Cc1nnc(-c2cncn2C)o1,i
Cc1ccc(-n2c(=O)c3sccc3n(Cc3cc(=O)n4cc(Cl)ccc4n3)c2=O)cc1F,?
CCOc1ccc(/C=C2\N=C(c3ccccc3OC)OC2=O)cc1OCC,34%*
CN1CCN(CCC2CCCCN2C(=O)c2coc3ccccc23)CC1 (stereo unspecified),i
CC(C)(C)c1nc(CN2C[C@@H]3[C@H](C2)[C@H]2CC[C@@H]3O2)no1,i
O=C(c1cccc(F)c1)N1CCN=C1SCc1c(F)cccc1Cl,i
COCCCNC(=O)c1cc2c(=O)oc3ccccc3c2s1,i
COc1ccc2nc3oc(C(=O)N4CCC(N5CCCCC5)CC4)cc3cc2c1,i
Nc1ccc([N+](=O)[O-])cc1C(=O)O,i
O=C(Cn1cnc2c(cnn2-c2ccccc2)c1=O)N1CCCC1,?
CC(CNC(=O)c1cc(=O)c2ccccc2[nH]1)Oc1cccnc1 (stereo unspecified),?
Cc1ccc(-n2c(CN3CCNCC3)nc3cccnc32)cc1,i
O[C@@H]1C[C@@H](c2nc(-c3ccc4c(c3)OCO4)no2)N(Cc2ccccn2)C1,?
Cc1cc2oc(-c3ccc4c(c3)OCCO4)cc(=O)c2cc1C,i
CC1C(c2ccccc2)N(C)CCC1(O)c1ccccc1 (stereo unspecified),i
Cc1ccccc1-c1nc2cc(N=Cc3cc([N+](=O)[O-])ccc3O)ccc2o1,i
Cc1ccc(COC(=O)c2nonc2N)c(C)c1,i
CN1CCN(S(=O)(=O)c2cc([N+](=O)[O-])ccc2N2CCN(Cc3ccccc3)CC2)CC1,i
Brc1ccc2c(c1)c(-c1ccccc1)nc1nnnn12,i
CN1CC2(CCCN(C(=O)c3cn4cccnc4n3)C2)OC1=O (stereo unspecified),?
COc1cc(/C=C2\SC(c3ccc(C)cc3)=NC2=O)ccc1O,62%*
O=C(CCCc1cccs1)NCc1cccnc1-n1cnc2ccccc21,?
CN(Cc1ccccc1)S(=O)(=O)c1cccc2cccnc12,i
Cn1c(=O)c2nc(-c3ccc(C(C)(C)C)cc3)oc2c2ccccc21,i
Cc1cccc(NC(=O)CSc2cc(=O)n(C)c3ccccc23)n1,i
COC(=O)c1cc2n(n1)CCN(C(=O)c1ccc(-c3ncc[nH]3)s1)C2,?
O=c1[nH]c(CN2CCCCC2)nc2c1oc1ccccc12,i
COc1ccc(N=C2SCC(=O)N2c2ccc(OC)cc2)cc1,i
O=C(NCc1ccc(Cl)cc1)c1ccc2c(c1)OCO2,i
CC(=O)NCC1OCCc2ccccc21 (stereo unspecified),i
CN(C)S(=O)(=O)c1cccc(C(=O)NCc2ccco2)c1,i
CN(Cc1ccccc1)c1ncc(S(C)(=O)=O)c(C2CCCNC2)n1 (stereo unspecified),i
CCOc1ccc(C2C(C(=O)Nc3ccccc3OC)=C(C)Nc3nnnn32)cc1 (stereo unspecified),?
CCC1(C2CCN(C(=O)c3ncccc3C)CC2)NC(=O)NC1=O (stereo unspecified),?
CCOc1ccc(S(=O)(=O)NCc2nc3cccnc3n2Cc2ccccc2Cl)cc1,i
Cc1cc(C)n(C(=O)CCC(=O)Nc2ccc(Cl)cc2Cl)n1,i
CCOc1ccc(C(=O)Nc2cccc(NC(=O)c3ccco3)c2)cc1Br,?
COc1ccc(O)cc1-c1nccn1Cc1cccc(-n2cccn2)c1,i
